Compound activity as filed in PubChem BioAssay.
tim23-1 inh: growth inhibitors of tim23-1 mutant yeast, primary screen, luminescence, uHTS; S. cerevisiae tim23-1 growth, BacTiter-Glo luminescence, 24 h; inhibition, % at 20 µM; 330,000 compounds, 1.3% hits; AID 463212, 2010;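 active = growth inhibition of the mutant yeast at or above 50%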;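 note: temperature-sensitive mutant grown at 25 °C; plate controls were DMSO-treated mutant yeast for no effect and medium wells lacking yeast for full effect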
UPR XBP1 act: activators of adaptive XBP1 UPR arm, primary screen, cell-based, CHO-XBP1 luciferase reporter, luminescence, uHTS | IRE1-XBP1 UPR activation; percent of tunicamycin response, DMSO as zero | 330,000 compounds, 0.33% hits | activation, % at 20 µM;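 active = versus positive control, 20 µM dose yields 30% or more activation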;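 note: 100% = tunicamycin at 10 µg/mL and 0% = DMSO only wells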
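Material: CHO cell line with stable XBP1 luciferase reporter; schedule: 16-18 h cell attachment at 37 °C, then 6 h compound exposure; signal: glow luminescence from Steady-Glo reagent; medium: serum-containing F12 medium, 10% FBS; benchmarks: tunicamycin 10 µg/mL and vehicle-only wells; read-out: percent activation relative to tunicamycin reference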
Jurkat NFkB inh: inhibitors of induced NF-kB luciferase reporter, primary screen, TCR NF-kB activation inhibitor project, cell-based, luminescence, uHTS | Jurkat, PMA/ionomycin-induced NF-kB luciferase reporter | inhibition, % at 4 µM | 330,000 compounds, 0.53% hits; in the data active = inhibition above about 50%
Mdm2-MdmX inh: inhibitors of human Mdm2-MdmX association, primary screen, cell-based, luminescence, split luciferase, SaOS-2, uHTS | SaOS-2 split-luciferase Mdm2/MdmX complementation | inhibition, % at 8 µM | 330,000 compounds, 3% hits;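 active = inhibition of at least 50% at 8 µM in the primary screen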
Target sequence (O15151 whole entry, looked up): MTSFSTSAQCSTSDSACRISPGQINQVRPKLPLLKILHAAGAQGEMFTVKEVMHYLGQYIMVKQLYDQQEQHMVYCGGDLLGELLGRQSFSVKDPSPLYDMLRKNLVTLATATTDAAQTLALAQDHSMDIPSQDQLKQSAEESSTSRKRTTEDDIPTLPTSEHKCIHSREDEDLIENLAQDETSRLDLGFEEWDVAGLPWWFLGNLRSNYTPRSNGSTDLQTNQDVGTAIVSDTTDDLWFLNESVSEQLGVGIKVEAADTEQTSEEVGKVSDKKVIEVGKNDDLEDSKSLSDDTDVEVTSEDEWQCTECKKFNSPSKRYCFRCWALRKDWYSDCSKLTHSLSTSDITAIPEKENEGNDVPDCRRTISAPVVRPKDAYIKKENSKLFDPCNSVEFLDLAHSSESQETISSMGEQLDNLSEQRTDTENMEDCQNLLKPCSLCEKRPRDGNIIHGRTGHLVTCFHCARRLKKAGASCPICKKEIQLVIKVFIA
Target sequence (Q00987 whole entry, looked up): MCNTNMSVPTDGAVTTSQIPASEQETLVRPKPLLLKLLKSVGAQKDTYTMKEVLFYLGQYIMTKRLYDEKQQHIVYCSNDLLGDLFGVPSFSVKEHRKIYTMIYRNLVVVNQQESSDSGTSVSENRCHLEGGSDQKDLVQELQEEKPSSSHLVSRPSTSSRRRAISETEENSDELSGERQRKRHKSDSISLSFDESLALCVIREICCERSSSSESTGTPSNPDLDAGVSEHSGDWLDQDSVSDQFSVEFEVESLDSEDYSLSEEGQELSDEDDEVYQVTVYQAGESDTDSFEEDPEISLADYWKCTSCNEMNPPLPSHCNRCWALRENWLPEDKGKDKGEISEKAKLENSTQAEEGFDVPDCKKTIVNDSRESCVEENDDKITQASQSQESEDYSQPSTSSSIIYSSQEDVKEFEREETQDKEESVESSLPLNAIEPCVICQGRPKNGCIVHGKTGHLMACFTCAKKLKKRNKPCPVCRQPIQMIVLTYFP
tim10-1 inh: growth inhibitors of tim10-1 mutant yeast, primary screen, luminescence, uHTS | S. cerevisiae tim10-1 ts strain growth, BacTiter-Glo, 24 h | inhibition, % at 20 µM | 330,000 compounds, 2.2% hits | AID 463190, 2010;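 active = inhibition of at least 40%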;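 note: mutant grown at 25 °C; 0% = DMSO wells with yeast and 100% = wells holding no yeast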
TIM10 inh: growth inhibitors of isogenic TIM10 control yeast, primary screen, counter-screen for tim10-1 yeast inhibitor project, luminescence, uHTS | AID 463195, 2010 | S. cerevisiae TIM10 strain growth, BacTiter-Glo luminescence, 24 h | inhibition, % at 10 µM | 330,000 compounds, 1.4% hits;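 active = inhibition of 40% or more at the single tested concentration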;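 note: wild-type TIM10 isogenic control strain grown at permissive 25 °C; 0% = DMSO yeast wells and 100% = minimal medium wells without yeast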
CHOP UPR activ: activators of apoptotic CHOP UPR arm, primary screen, cell-based, CHO-CHOP luciferase reporter, luminescence, uHTS; UPR activation; percent of tunicamycin response over DMSO baseline; activation, % at 10 µM; 330,000 compounds, 0.34% hits;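 active = at 10 µM dose, activation of 40% or more, normalized to positive control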;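 note: 100% = tunicamycin at 10 µg/mL and 0% = DMSO alone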
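Assay system: CHO-CHOP cells, stable luciferase reporter of PERK-eIF2a-CHOP signalling / Buffer or medium: F12 plus 10% serum / Compound dosing: one dose, 10 µM in 0.5% DMSO / Times: 6 h compound treatment, 37 °C / Technique: luciferase luminescence / Read-out: % reporter activation, DMSO baseline versus tunicamycin full activation / Benchmarks: tunicamycin and DMSO controls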
697 NFkB inh: inhibitors of PMA/ionomycin-induced NF-kB reporter, 697 cells, primary screen, B-cell NF-kB inhibitor project, cell-based, luminescence, uHTS | 697 B-cell NF-kB luciferase reporter, 16 h | inhibition, % at 4 µM | 330,000 compounds, 0.33% hits; in the data active = inhibition above about 35%
* = called active by the depositor. No enrichment for hits (roughly 6.6% active in at least one column).

smiles,tim23-1 inh,UPR XBP1 act,Jurkat NFkB inh,Mdm2-MdmX inh,tim10-1 inh,TIM10 inh,CHOP UPR activ,697 NFkB inh
COc1ccc(/C=C2\SC(=Nc3ccccc3OC)NC2=O)cc1,53*,-5,-6,40,34,38,1.8,2
O=C(N/N=C/c1ccc(Cl)cc1)c1sccc1OCc1ccc(F)cc1,-31,50*,42,44,-9,-7,3.3,-2
O=C(Oc1ccc(Cl)c2cccnc12)c1cccc([N+](=O)[O-])c1,29,8,4,-1,19,1,20,-3
CCCCC(=O)O[C@H]1CC[C@H]2[C@@H]3CCc4cc(O)ccc4[C@H]3CC[C@]12C,18,-9,-2,38,9,1,-0.7,-25
COc1ccccc1OCCC(=O)OCC(=O)Nc1cccc(Br)c1,3,0,-3,7,24,1,0.7,6
C=CCc1ccccc1Oc1cc(F)nc(N)n1,0,-2,-5,12,8,5,2.3,6
CN(C)c1cc(Cl)c2nonc2c1N,7,2,1,33,25,12,1.6,12
COc1ccc(/C=N/NC(=O)CCn2c3ccccc3c3ccccc32)cc1O,43,2,48,53*,45*,33,-0.7,-44
CCOc1ccccc1N1CCN(C(=O)/C=C/c2cccc([N+](=O)[O-])c2)CC1,25,0,22,35,12,19,3.1,-1
O=C(c1ccncc1)N1CCN(C(=O)c2ccncc2)CC1,-5,1,5,1,-2,-12,0.4,9
CN(C)CCCNC(=O)C(=O)Nc1ccc2c(c1)N(S(=O)(=O)c1cccs1)CCC2,-12,1,-15,5,11,5,-0.2,9
COC(=O)c1cc(-c2ccccc2)on1,8,2,-11,-12,8,11,2.5,-26
CCCOc1cc(C)c(S(=O)(=O)n2ccc(C)n2)cc1C,21,-5,0,12,20,13,1.7,-41
Cc1cc(OCC(=O)NC2CC(C)(C)NC(C)(C)C2)c2c(C)cc(=O)oc2c1,-4,3,-9,2,6,10,0.6,-23
COc1ccc(CNC(=O)Cc2c(C(=O)O)[nH]c3ccccc23)c(OC)c1,5,2,22,-37,-10,9,1.7,9
CC(OC(=O)C1CCN(c2ccc(C(F)(F)F)cn2)CC1)C(=O)Nc1ccc(S(N)(=O)=O)cc1 (centres undefined),11,-7,8,1,8,6,1.2,7
COc1ccc(C(=O)NCCc2cccc(Cl)c2)cc1OC1CCN(C(C)=O)CC1,-8,-3,3,6,12,3,0.9,-8
Cc1ccc(CC(=O)NCCC(=O)O)cc1,23,0,-12,-7,-6,6,-0.1,10
O=P(OC1CCCCC1)(OC1CCCCC1)C(O)c1ccccc1 (centres undefined),30,-1,3,3,29,26,-2.1,15
CC(=O)Nc1ccc(-c2csc(NCc3ccccc3)n2)cc1,43,2,-24,-51,-37,13,4.0,-32
Nc1ccc(C(=O)N2CCN(S(=O)(=O)c3ccc(Cl)s3)CC2)cc1[N+](=O)[O-],24,0,4,-5,19,8,-1.3,13
CC(NS(=O)(=O)c1ccc(Br)cc1)C(=O)NC1CCCCCC1 (centres undefined),12,-2,22,3,9,-12,-0.3,21
COc1cccc(CN2CCC(C(=O)N3CCN(c4ccccc4F)CC3)CC2)c1OC,7,0,5,9,9,5,-2.4,9
COc1ccccc1CN1CCN(Cc2nc(Cc3ccccc3)no2)CC1,6,0,9,-9,1,8,0.0,14
CCn1cc(C(=O)NCCC(=O)NCCO)c(=O)c2cc3c(cc21)OCO3,0,-1,-8,-11,-5,13,1.3,7
Cc1ccc2nc(N3C(=O)C(O)=C(C(=O)c4ccco4)C3c3ccc(O)cc3)sc2c1 (centres undefined),13,2,-30,-37,24,1,0.1,-72
COc1ccc(OC)c(NC(=O)CC2C(=O)NCCN2C(=O)c2ccccc2)c1 (centres undefined),4,-2,-10,-13,-6,0,1.7,11
NC1=NC(=O)/C(=C\C=C\c2ccccc2)S1,3,5,-9,10,-3,3,3.8,-26
O=C(NCc1ccccc1)c1ccc(F)c(S(=O)(=O)N2CCOCC2)c1,12,2,7,7,9,-10,0.6,-11
O=C(Nc1ccc(C(=O)O)cc1)/C(=C/c1cccc(Br)c1)NC(=O)c1ccco1,0,1,7,-12,7,3,-0.7,-13
Cc1ccc(/C=N/Nc2nc(N3CCCCC3)nc(N3CCCCC3)n2)o1,39,-3,4,-18,16,-2,2.0,14
COCCCNc1nc2ccccc2nc1NS(=O)(=O)c1ccc(OC)cc1,28,-6,2,1,16,7,0.4,8
CN(CC(=O)Nc1ccccc1Cl)C(=O)c1cccc(S(=O)(=O)N2CCN(c3ccc(F)cc3)CC2)c1,21,-3,12,17,15,12,4.3,-29
COc1ccc(-c2cc(C(F)(F)F)nc(NC3CCCC3)n2)cc1OC,21,7,0,30,14,2,1.7,15
O=C1CCc2cc(S(=O)(=O)Nc3ccc(F)cc3)ccc2N1,-3,0,16,11,-8,11,-1.4,2
CC(=O)Nc1ccc(S(=O)(=O)NCCCN2CCOCC2)cc1,1,-2,-8,19,8,-14,-0.8,6
COc1ccc(CCC(=O)N2CCN(S(=O)(=O)c3ccc(C)cc3)CC2)cc1,16,0,3,27,14,-3,1.6,18
O=C(COC(=O)c1ccc([N+](=O)[O-])cc1)NCCC1=CCCCC1,-7,-1,-94,11,-4,-6,-1.0,7
CCNc1nnc(-c2ccc(C)cc2)o1,-5,2,-45,-14,14,-3,4.7,-56
CC(C)(C)NC(=O)C(=O)NN=C1CCCCCC1,-4,3,11,13,7,-17,0.4,-2
C=CCn1nnnc1SCC(=O)Nc1cccc(C(F)(F)F)c1,12,0,14,7,17,11,-0.3,-7
CN(C)C(=S)Nn1c(-c2ccccc2)nc2ccccc2c1=O,5,-4,-1,-13,14,1,-3.4,-1
COc1ccc(CCNS(=O)(=O)c2cc3c4c(c2)CCN4C(=O)CC3)cc1,17,-2,-8,-9,-5,-3,-1.4,-1
FC(F)(F)c1cc(CCN2CCNC[C@@H]2c2ccccc2)cc(C(F)(F)F)c1,-22,6,-1,31,-39,12,-2.5,17
CCCn1nnc(NC(=O)c2ccc(Cl)cc2Cl)n1,4,0,-44,-73,15,4,1.5,-43
O=C(NNC(=O)c1cccnc1)c1ccncc1,-4,2,12,22,-6,-3,-0.7,1
COc1ccc(C2(c3ccc(OC)cc3)NC(=O)N(CC(=O)Nc3cc(C)on3)C2=O)cc1,10,0,-5,28,9,1,0.5,6
COc1cccc(C(=O)N[C@@H](C)C(=O)N2CCC3(CC2)NCCc2[nH]cnc23)c1,-15,-2,3,11,1,8,0.9,-25
COc1ccccc1-c1ccc(SCC(=O)NCCc2ccccc2)nn1,33,-2,2,1,25,-1,-0.1,20
CC(C)C(=O)N(Cc1cc2ccccc2[nH]c1=O)C(C)C,14,-2,0,0,10,2,-1.0,9

For convenience, some entries already given.
smiles,tim23-1 inh,UPR XBP1 act,Jurkat NFkB inh,Mdm2-MdmX inh,tim10-1 inh,TIM10 inh,CHOP UPR activ,697 NFkB inh
Cc1ccc2nc(N3C(=O)C(O)=C(C(=O)c4ccco4)C3c3ccc(O)cc3)sc2c1 (centres undefined),13,2,-30,-37,24,1,0.1,-72
COc1ccc(OC)c(NC(=O)CC2C(=O)NCCN2C(=O)c2ccccc2)c1 (centres undefined),4,-2,-10,-13,-6,0,1.7,11
NC1=NC(=O)/C(=C\C=C\c2ccccc2)S1,3,5,-9,10,-3,3,3.8,-26
O=C(NCc1ccccc1)c1ccc(F)c(S(=O)(=O)N2CCOCC2)c1,12,2,7,7,9,-10,0.6,-11

Additional compounds follow.
smiles,tim23-1 inh,UPR XBP1 act,Jurkat NFkB inh,Mdm2-MdmX inh,tim10-1 inh,TIM10 inh,CHOP UPR activ,697 NFkB inh
Cc1nccn1CCOc1ccccc1Cl,-8,-6,-8,3,2,-11,-0.7,-11
CCN(CC)CCC(c1ccc2c(c1)OCO2)c1c(O)cc(OC)cc1OC (centres undefined),0,6,6,11,-13,-4,0.8,19
Cc1noc(C)c1CSCC(=O)Nc1cc(S(=O)(=O)N2CCOCC2)ccc1OCC(F)(F)F,-7,-2,11,7,7,7,0.7,18
CC(=O)Nc1ccc(/C=N/Nc2ccc(C(=O)c3c(C)cc4ccccn34)cc2[N+](=O)[O-])cc1,-8,11,9,15,3,-16,5.1,23
O=C(C[C@@H]1C/C=C\CCCC(=O)OC[C@@H](c2ccccc2)NC1=O)NCCO,9,2,7,36,6,-2,0.6,9
C=CC[C@H]1Cc2c(cccc2[N+](=O)[O-])[C@H](CC=C)N1,32,0,-2,6,29,24,-0.4,8
Cc1nc(-c2ccc(S(=O)(=O)NCC3CCN(C(=O)OC(C)(C)C)CC3)s2)cs1,31,-2,-6,-17,13,18,3.0,5
COc1cc(-c2nc3cnccn3c2Nc2ccccc2)ccc1O,22,3,-13,57*,16,6,0.1,6
NC(=O)CSc1nnc(-c2ccccc2)c(-c2ccccc2)n1,-3,2,7,-13,-5,8,-0.6,8
COc1cc(C(=O)n2cnc3ccccc32)c([N+](=O)[O-])cc1OC,13,-5,3,33,22,13,0.1,3
N#Cc1ccc(NC(=O)C2CC(c3ccc(F)cc3)=NO2)cc1 (centres undefined),-1,-2,-3,6,5,-7,-0.9,4
COc1cc(C(=O)OCc2cc(=O)oc3c(C)c(C)ccc23)ccc1OC(F)F,-2,18,11,60*,-14,-5,0.8,4
Cc1cccc(-c2noc(CN(C(=O)/C=C/c3ccccc3Cl)C(C)C)n2)c1,23,-1,-7,5,3,20,1.3,-33
CC1(C)CC(=O)c2cc(C(=O)NCc3ccco3)c(=O)n(-c3ccc(Cl)cc3)c2C1,17,-3,8,14,23,27,1.0,-4
O=C(CCSc1nnc2ccccn12)Nc1ccc(F)cc1,11,-1,-9,-20,4,-1,-0.5,-6
C/C(CC(O)(/C=N/O)c1ccccc1)=N\O (centres undefined),5,0,-7,22,12,-3,1.1,-3
CCC(C)c1ccc(S(=O)(=O)N2CCN(S(=O)(=O)c3ccc(NC(C)=O)cc3)CC2)cc1 (centres undefined),3,-3,18,18,-10,2,0.4,4
CC12CCC(=O)N1C(C(=O)NCc1ccc(Cl)cc1Cl)CS2 (centres undefined),20,2,-19,3,14,4,3.9,-26
COc1ccc(-c2cc(CNC(C)=O)on2)cc1,8,3,-16,-34,-5,-10,1.3,-5
CCCCSc1cc(=O)[nH]c(N)n1,5,6,-2,25,-4,-7,0.2,14
CN1CCN(CC(=O)c2cc(C(C)(C)C)c(O)c(C(C)(C)C)c2)CC1,24,-2,8,-12,44*,24,1.0,6
Cc1ccc(CN2CCN(Cc3cccc4c3OCO4)CC2CCO)cc1 (centres undefined),15,1,-12,6,-5,-8,0.1,16
CCn1cc(C(=O)O)c(=O)c2cc(F)c(N3CCN(C(=S)NC(=O)c4ccccc4C)CC3)cc21,1,1,9,-22,0,11,1.9,3
Cc1ccc(-n2ccnc2SCC(=O)O)c(C)c1,14,-4,-16,5,11,7,0.2,3
CC(C)(C)c1ccc(OCC(=O)NNC(=S)NC(=O)c2ccco2)c(Br)c1,27,-1,2,42,22,32,-0.9,-11
